HTT aggregate = mutant huntingtin aggregation inhibition; PC12 HttQ103-GFP aggregates, Acumen cytometry, 40 h; Potency, µM (top dose mostly 46.1 µM), inactives show top-dose activity change, negative = inhibition, usual class: inhibitors; actives 1.1% (n = 220,000); AID 1688; note: potency is the fitted concentration of half-maximal effect; % is set by controls: 0 for no effect and ±100 for the full control effect; nearly all actives have a fitted effect of over 60% in size
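Ecdysone-promoter PC12 model expressing HTT exon 1 Q103 fused to GFP, induced by tebufenozide at 100 nM final. Compounds titrated; aggregates sized 1–25 µm scored on a 488 nm laser cytometer.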
CBFb-RUNX1 inh = CBF-beta/RUNX1 interaction disruption; AlphaScreen CBFb-His/RUNX1-biotin binding, biochemical; Potency, µM (highest dose often 59.8 µM), for inactives: at the highest dose activity, negative = inhibition, hits mostly inhibitors; 230,000 tested, under 10 active; note: % of control where 0% means no effect
Target sequence (Q01196 whole entry, looked up): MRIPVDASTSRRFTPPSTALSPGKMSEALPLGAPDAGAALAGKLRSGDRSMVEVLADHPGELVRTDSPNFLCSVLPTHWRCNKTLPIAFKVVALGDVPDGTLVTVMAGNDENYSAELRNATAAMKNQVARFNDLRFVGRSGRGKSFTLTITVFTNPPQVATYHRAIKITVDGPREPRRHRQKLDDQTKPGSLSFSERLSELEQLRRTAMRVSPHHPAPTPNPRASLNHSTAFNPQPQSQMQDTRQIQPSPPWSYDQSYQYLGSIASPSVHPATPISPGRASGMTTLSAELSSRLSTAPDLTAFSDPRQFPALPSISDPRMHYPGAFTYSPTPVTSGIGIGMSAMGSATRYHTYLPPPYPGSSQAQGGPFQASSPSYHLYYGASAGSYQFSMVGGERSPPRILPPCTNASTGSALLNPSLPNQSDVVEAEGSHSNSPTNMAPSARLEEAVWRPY
Target sequence (Q13951 whole entry, looked up): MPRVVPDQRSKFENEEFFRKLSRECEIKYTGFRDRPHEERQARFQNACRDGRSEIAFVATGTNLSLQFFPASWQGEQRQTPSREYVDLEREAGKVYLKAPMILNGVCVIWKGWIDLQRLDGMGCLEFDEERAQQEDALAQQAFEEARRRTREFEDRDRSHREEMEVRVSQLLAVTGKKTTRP
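His-tagged CBF-beta and biotinylated RUNX1 (30 nM each) were premixed 20 min at room temperature, exposed to compound for 15 min, then given nickel-chelate and streptavidin AlphaScreen beads (50 ng each). After 90 min, AlphaScreen signal was read.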
HTT cytoprotect = cytoprotection in Huntington HTT-Q103 PC12 cell model. PC12 HTT-Q103 induced, cytoprotection, ATP luminescence, 40 h. Potency, µM (top dose mostly 56.4 µM), inactives show cytoprotection (ATP increase), most hits filed as activators. actives 0.14% (n = 230,000);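 note: potency is the fitted concentration of half-maximal effect; % of control where 0% means no effect; nearly all actives have a fitted effect of over 45% in size; toxic huntingtin expression switched on by the ecdysone agonist tebufenozide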
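Readout: ATPlite luminescence (ATP level). Model: stable PC12, inducible Htt exon1 Q103-GFP. Inducer: tebufenozide, 100 nM final. Compounds: dose series. No G418 in medium.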
IMPase Li cell = membrane-permeable IMPase blocker, potentiated with lithium; CHO-M1 cells, IP1 TR-FRET (IP-One), carbachol + lithium; Potency, µM (doses to about 59.4 µM), for the others: at the highest dose activity, negative = IMPase inhibition, hits mostly inhibitors; actives 0.35% (n = 210,000); AID 1457;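 note: IP1 builds up when IMPase is blocked and the TR-FRET signal falls; potency is the fitted concentration of half-maximal effect; plate controls were basal vehicle for no effect and high inhibitor control for full effect; nearly all actives have a fitted effect of over 50% in size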
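CHO-M1, 2000 cells/well, 16–30 h culture; cpd + low Li+, 30 min 37C; lysis with d2-IP1/Eu-anti-IP1 Ab, 10 min RT; TR-FRET 665/620 ratio and 620 channel; AC50 via Hill.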
SMN2 splice enh = enhancers of SMN2 splice variant expression. HEK293 SMN2-luciferase splicing reporter, luminescence, 30-36 h. Potency, µM (top dose mostly 46.1 µM), for inactives: top-dose activity change, positive = activation, most hits filed as activators. actives 2.8% (n = 210,000); note: potency is the fitted concentration of half-maximal effect; % of control where 0% means no effect; nearly all actives have a fitted effect of over 55% in size
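HEK293 cells carry an SMN2 minigene-luciferase reporter in which exon 7 inclusion puts luciferase in frame. Cells were seeded at 2000 cells/well, attached for 10-12 hours, then exposed to compounds for 30-36 hours at 37C before ONE-Glo luminescence.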
LMNA splice mod = LMNA splicing modulation. HeLa LMNA splicing GFP/RFP minigene ratio, 48 h. Potency, µM (titrated, usually from 46.1 µM), without a hit: at the top dose ratio change, negative = inhibition, usual class: inhibitors. actives 0.01% (n = 200,000). AID 1487; active = well fitted inhibition curve with a large enough effect in the signal ratio, with a control signal flat, not every such curve was filed as active; inconclusive = small, poorly fitted or top-dose-only effect, or effect the other way, or a change in a side signal; the % refers to the signal ratio; note: potency is the fitted concentration of half-maximal effect; % is set by controls: 0 for no effect and ±100 for the full control effect
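S3 HeLa cells stably expressing lamin A-EGFP splicing minigene plus DsRed2, 600 cells/well, 48 h compound exposure at 37C. Laser-scanning cytometry; analysed as GFP (500-530 nm)/RFP (575-640 nm) total intensity ratio; 0.5% DMSO vehicle.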
KinaseGlo FLuc = Kinase-Glo luciferase inhibition (counter-screen); actives 0.28% (n = 200,000); Kinase-Glo luciferase, ATP luminescence, 8 min; AID 1379; Potency, µM (doses to about 38.3 µM), for inactives: at the top dose activity change, negative = inhibition, usual class: inhibitors; note: potency is the fitted concentration of half-maximal effect; % is set by controls: 0 for no effect and ±100 for the full control effect; nearly all actives have a fitted effect of over 60% in size
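Light output from Kinase-Glo luciferase with luciferin and 10 uM ATP in 50 mM imidazole pH 7.2, KCl, MgCl2, Tween 20, BSA; compound pin-delivered, 8-min ambient incubation, then luminescence read.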
* marks the source's active call; other numbers are inactive results; ? = inconclusive; · = not tested or not shown; & = joins results of further samples; [ ] = dose if it differs, or a comment. Unless noted, calls come from the whole dose curve; as a rule, active = well fitted curve in the direction sought with a large enough effect; inconclusive = small, poorly fitted or top-dose-only effect, or another doubt; inactive = no such curve, though single readings can be large; an effect the other way counts as inactive or inconclusive.

nr | mol | HTT aggregate | CBFb-RUNX1 inh | HTT cytoprotect | IMPase Li cell | SMN2 splice enh | LMNA splice mod | KinaseGlo FLuc
1 | O=C(Nc1ccc(Cl)cc1)ON=C1CCCC1 | 1% | 5% | -19%[10 µM] | 15% | -5%[1.84 µM] | 2% | -4%
2 | COc1ccc(-c2ccnc(-c3ccc(O)cc3)n2)cc1 | -7% | -7% | -105%[inhibitor] | -7% | 21% | 24%[46 µM] | 3%
3 | Cn1nnnc1Sc1c(Cl)cccc1[N+](=O)[O-] | 8% | -2% | 21%[10 µM] | -2% | · | ? | 1%
4 | COc1ccc(C(=O)N2CCC3(CC2)CN(C(=O)Nc2cccc(C#N)c2)C3)cc1 | · | · | 2% | 0% | -27% | · | 0%
5 | Cn1cc(C(=O)N/N=C/c2cccc(O)c2)ccc1=O | 17% | -28% | -29% | 1% | 2% | · | -2%
6 | Cc1ccc(S(=O)(=O)/N=C(/c2ccc(F)cc2)N2CCCCC2)cc1 | 17% | 1% | -3%[10 µM] | 0% | 9% | -10% | 3%
7 | CCOC(=O)C1CCCNC1=O (configuration not stated) | -23%[9.22 µM] | -1% | -7%[10 µM] | · | · | · | ·
8 | COc1cc(C2C(C#N)=C(N)Oc3c2c(-c2ccccc2)nn3-c2ccccc2)cc(OC)c1OC (configuration not stated) | ? | -9% | 3%[10 µM] | -1% | 14% | ? | 1%
9 | Cc1ccc(/C(N)=N/OC(=O)Cc2cccc3ccccc23)cc1 | -3% | ? | · | 14% | 7% | ? | 1%
10 | COc1ccc(C(=O)n2nc(C)c(Br)c2C)cc1 | 1% | 4% | 1% | -23%[38.3 µM] | -20% | 4% | -4%
11 | c1cncc(-c2nc(NCCCn3ccnc3)c3ccccc3n2)c1 | -16% | ? | ? | 15% | 43% | · | 9%
12 | Cc1ccc(OCC(=O)N2CCc3ccccc32)c([N+](=O)[O-])n1 | 2% | 12% | -1% | 2% | 7% | -7%[46 µM] | -2%
13 | CN(c1ccccc1C(=O)NC1CC2CCC1C2)S(=O)(=O)c1ccccc1 (configuration not stated) | ? | -11% | · | 2% | -5% | ? | 0%
14 | N[C@H](Cn1ccc(=O)c(O)c1)C(=O)O | · | 11%&10%[21.7 µM] | -8%[1.9 µM] | 0%&-4% | -3%[20.6 µM] | -12% | 2%
15 | COc1ccc(Oc2ncc3nc(-c4ccccc4)c(=O)n(C[C@H]4CCCO4)c3n2)cc1 | · | · | 21% | 14% | · | -25% | ·
16 | FC(F)Sc1ccc(NC(=S)NC2CCC(NC(=S)Nc3ccc(SC(F)F)cc3)CC2)cc1 (configuration not stated) | 14% | -3% | 10% | 19%[38.3 µM] | ? | 10% | -2%
17 | CCOc1ccc(NC(=O)COC(=O)C23CC4CC(CC(C4)C2)C3)c([N+](=O)[O-])c1 | 26% | -11% | 17%[1.9 µM] | -1% | 1% | 0% | 1%
18 | CC1(c2ccccc2)CC(c2ccccc2)=Nc2nonc2N1 (configuration not stated) | 9% | -4% | 11% | -2%[38.3 µM] | -11% | 13% | -5%
19 | Cc1ccccc1Sc1ncnc2onc(C)c12 | 13% | -3% | ? | 24%[38.3 µM] | -8% | -8% | -4%
20 | Cc1nc(-c2ccc(O)c(O)c2)cs1 | -5% | -28% | -4%[10 µM] | 24%[38.3 µM] | 2% | 15% | -5%
21 | CC(C)NCC(O)COCc1ccc(Cl)cc1 (configuration not stated) | 2% | 6% | -9% | 12%[38.3 µM] | 13% | 4% | 6%
22 | CCc1cccc(C)c1NC(=O)C(c1ccc(O)cc1)N1CCC1=O (configuration not stated) | 26% | 0% | -13% | -1%[38.3 µM] | -5% | -4% | -6%
23 | CC1(C)CC(NC(=O)C23CCC(C)(C2Br)C3(C)C)CC(C)(C)N1 (configuration not stated) | 4%[9.22 µM] | 7% | -8%[10 µM] | · | · | · | ·
24 | O=C(Nc1c(F)cc(F)cc1Br)c1cc(-c2ccc(O)cc2)on1 | 10% | -1% | -22% | 25%[38.3 µM] | -7% | 4% | -1%
25 | CCOC(=O)NC(=O)c1cn(CCN(C)C)c(=O)[nH]c1=O | 20% | 4% | 45%[10 µM] | 4% | 13% | 11% | -4%
26 | COc1ccc(CSC2=C(C#N)C(=O)NC3(CCCCC3)S2)cc1 | · | · | 0%[10 µM] | -4% | -4%[9.22 µM] | · | -3%[7.66 µM]
27 | O=C(COC(=O)C1CCN(S(=O)(=O)c2cccs2)CC1)Nc1ccccc1 | 3% | -9% | -15% | -2% | 10% | -3%[46 µM] | 0%
28 | COc1ccc(CNC(=O)C(=O)NC2CCC(C)CC2)cc1 (configuration not stated) | 3% | 9% | 5% | 8% | -6% | · | 2%
29 | CC1=C(C)CC2(SC1)C(=O)N(c1ccccc1)N=C2N (configuration not stated) | -2% | 7% | -6% | -2% | -7% | -18%[46 µM] | -5%
30 | O=C(O)c1cccnc1C(=O)N1CCc2c([nH]c3ccccc23)C1C(F)(F)F (configuration not stated) | 4%[9.22 µM] | 25% | -10%[10 µM] | · | · | -18%[46 µM] | ·
31 | CC1(C)CC(=O)c2ccc(OCc3ccc([N+](=O)[O-])cc3)cc2O1 | -10%[9.22 µM] | -9% | 8%[10 µM] | · | · | · | ·
32 | CCCCc1nc2ccc(S(=O)(=O)O)cc2[nH]1 | 4%[9.22 µM] | 1% | 1%[10 µM] | · | · | · | ·
33 | COc1cc(NC(=O)C2CC(c3cccc(OC)c3OC)=NO2)cc(OC)c1OC (configuration not stated) | ? | 13% | 1%[10 µM] | 1%[38.3 µM] | -29% | ? | 0%
34 | O=C1CSC(c2cccc([N+](=O)[O-])c2)N1c1c(F)cccc1F (configuration not stated) | 0% | -5% | -29% | 4% | · | · | ·
35 | Cc1nn(CCC(=O)NNC(=S)NCC(C)C)c(C)c1Br | ? | 3% | 9% | 15%[38.3 µM] | -6% | -16% | -3%
36 | CC1=C(C)C(c2ccccc2)NC(=S)N1 (configuration not stated) | -8% | 9% | 21%[10 µM] | 3% | 1% | -12% | 2%
37 | Cn1c(N)c(C(=O)COC(=O)c2cc(-c3ccco3)nc3ccccc23)c(=O)n(C)c1=O | 2% | -10% | -39%[inhibitor] | -2%&13% | -23%&-10% | 3% | -1%&-1%
38 | CC(C)(C)OC(=O)N/N=C/c1cccc([N+](=O)[O-])c1 | 9% | -4% | -117%[inhibitor] | 12% | 11µM* | ? | -2%
39 | CCCCCCCCCCCCS[C@H]1CS(=O)(=O)C[C@@H]1O | -19%[9.22 µM] | 8% | -4%[10 µM] | · | · | · | ·
40 | Fc1cccc(Nc2nc(Cl)nc(Cl)n2)c1 | -9%[9.22 µM] | 5% | 5%[10 µM] | 4% | -5% | -6%[46 µM] | 3%
41 | CCOC(=O)Cc1nnc(-c2ccccc2)o1 | -4% | -1% | -4% | -4% | 9% | · | -3%
42 | CC1=C/C(=N\NC(=S)Nc2cccnc2)CC(C)(C)C1 | ? | -23% | -56%[inhibitor][10 µM] | 8% | -61%[inhibitor] | ? | 7%
43 | COc1cc(OC)cc(C(=O)OCC(=O)NCc2ccc3c(c2)OCO3)c1 | 19% | 1% | -14%[10 µM] | 0% | 16% | · | 1%
44 | O=C(N/N=C/c1ccc(-c2cccc(C(F)(F)F)c2)o1)c1ccccc1O | ? | 2% | -5%[10 µM] | 10% | 3% | -11% | -1%
45 | O=C(/C(=C(\[O-])c1ccccc1)[n+]1ccc2ccccc2c1)c1ccc(Cl)cc1 | -15% | -9% | · | 9% | 9% | ? | 1%
46 | COc1cccc(C(=O)OC2CCN(C)CC2)c1 | 14% | 7% | -32%[inhibitor] | 9% | · | · | 2%
47 | Cc1csc(N(C(=O)c2cccc(S(=O)(=O)N(C)C)c2)c2ccccc2)n1 | -22% | 0% | -13% | -12%[38.3 µM] | -12% | ? | -1%
48 | O=S(=O)(c1ccc(Cl)cc1)n1c(Cc2ccccc2)nc2ccccc21 | -2% | 4% | 5%[10 µM] | 2% | -16% | ? | 4%
49 | O=C(Nc1ccc(Cl)cc1)OCc1cncs1 | 18% | -10% | 10% | 14%[38.3 µM] | -26% | ? | -4%
50 | COc1ccccc1Oc1ncnc2c1oc1ccccc12 | -7% | -7% | -39%[inhibitor] | 1% | 0% | · | -2%
51 | S=c1[nH]nc(SCc2ccccc2Cl)c2[nH]cnc12 | · | · | 1%[10 µM] | -8% | -2%[9.22 µM] | · | -6%[7.66 µM]
52 | CCN(c1ccccc1)S(=O)(=O)c1cc(C(=O)Nc2ccc(F)c(F)c2)ccc1F | ? | 9% | 0%[10 µM] | 13% | -67%[inhibitor] | ? | 0%
53 | O=C(CN1CCN(C(=O)c2ccccc2)CC1)Nc1ncc(Br)cc1Br | 1% | 3% | -7% | 20%[38.3 µM] | -26% | 11% | -1%
54 | CCOC(=O)c1ccc(COC(=O)c2nonc2N)cc1 | ? | 2% | 12% | 18%[38.3 µM] | -13% | 2% | 1%
55 | CC(C)(C)C(=O)COC(=O)CNC(=O)c1ccc(Oc2ccccc2)cc1 | -4% | 2% | -16%[10 µM] | 6%[38.3 µM] | 24% | 6% | 1%
56 | Cc1cc(C(=O)CSc2nnnn2C)c(C)n1-c1ccc2c(c1)OCCO2 | -18% | -12% | 19% | 42%[activator][38.3 µM] | ? | ? | -6%
57 | CCC/C(O)=C1\C(=O)CC(c2ccccc2)CC1=NCCc1c(C)[nH]c2ccccc12 (configuration not stated) | -18% | 2%[2.36 µM] | · | 20% | -30% | ? | 1%
58 | CC(=O)OCC[n+]1c(C)n(-c2ccccc2)c2ccc(Cl)cc21 | 25% | 15% | · | 9% | 8% | · | -1%
59 | O=C(O)CC/C(=N/NC(=O)CNC(=O)C(c1ccccc1)c1ccccc1)c1ccccc1 | 6%[9.22 µM] | 8% | -4%[10 µM] | · | · | 1%[46 µM] | ·
60 | COc1ccccc1NC(=S)NCC1CCCCC1 | -9% | -1% | 3%[10 µM] | 5% | ? | 1% | -2%
61 | Cc1cc(-c2n[nH]c(=S)n2Cc2ccccc2)cs1 | ? | -13% | · | 2% | 7% | -3% | -4%

Screens: PubChem BioAssay, National Center for Advancing Translational Sciences (NCATS)

Not a hit list; any-hit rate near 4%.
